Screening results (PubChem BioAssay)
tim23-1 inh: tim23-1 yeast growth inhibition. S. cerevisiae tim23-1 growth, BacTiter-Glo luminescence, 24 h. inhibition, % at 20 µM. 1.3% of 330,000 active. AID 463212;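 active = growth inhibition of the mutant yeast at or above 50%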;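 also: temperature-sensitive mutant grown at 25 °C; plate controls were DMSO-treated mutant yeast for no effect and medium wells lacking yeast for full effect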
UPR XBP1 act: activators of adaptive arm of unfolded protein response (XBP1); AID 463104; activation, % at 20 µM; CHO-XBP1 luciferase reporter, IRE1-XBP1 UPR activation, luminescence; percent of tunicamycin response, DMSO as zero; 0.33% of 330,000 active;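 active = versus positive control, 20 µM dose yields 30% or more activation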;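 also: 100% = tunicamycin at 10 µg/mL and 0% = DMSO only wells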
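Material – CHO cell line with stable XBP1 luciferase reporter · Buffer or medium – F12 plus 10% FBS · Compound – single point, 20 µM final compound, 1% DMSO · Schedule – 16-18 h cell attachment at 37 °C, then 6 h compound exposure · Signal – Steady-Glo luminescence read · Benchmarks – high control tunicamycin 10 µg/mL final, low control DMSO vehicle only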
APJ antag: APJ receptor antagonism; P35414; CHO-K1 APJ beta-arrestin complementation, luminescence; inhibition, % at 20 µM; 0.32% of 330,000 active; AID 2521;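 active = inhibition above about 40% at 20 µM, limit read from the data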;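 also: cells challenged with 10 nM apelin-13 agonist together with compound; plate controls were apelin-13 plus DMSO wells for no effect and DMSO wells lacking apelin-13 for full effect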
Target sequence (P35414 whole entry, looked up): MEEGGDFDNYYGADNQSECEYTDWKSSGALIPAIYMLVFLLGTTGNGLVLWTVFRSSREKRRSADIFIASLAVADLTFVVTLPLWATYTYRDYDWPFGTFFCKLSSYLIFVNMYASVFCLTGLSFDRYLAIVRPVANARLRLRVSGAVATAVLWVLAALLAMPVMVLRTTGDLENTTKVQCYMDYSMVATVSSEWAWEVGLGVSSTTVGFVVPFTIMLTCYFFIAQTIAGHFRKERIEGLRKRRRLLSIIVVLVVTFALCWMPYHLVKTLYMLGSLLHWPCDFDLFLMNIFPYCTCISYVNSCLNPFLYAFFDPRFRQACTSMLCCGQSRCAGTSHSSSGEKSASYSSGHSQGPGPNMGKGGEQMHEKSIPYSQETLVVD
tim10-1 inh: tim10-1 yeast growth inhibition | AID 463190 | S. cerevisiae tim10-1 ts strain growth, BacTiter-Glo, 24 h | 2.2% of 330,000 active | inhibition, % at 20 µM;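 active = inhibition of at least 40%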;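 also: mutant grown at 25 °C; 0% = DMSO wells with yeast and 100% = wells holding no yeast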
UPR CHOP act: apoptotic UPR (CHOP) activation | CHO-CHOP luciferase reporter, luminescence; percent of tunicamycin response over DMSO baseline | activation, % at 10 µM | 0.34% of 330,000 active;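 active = at 10 µM dose, activation of 40% or more, normalized to positive control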;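 also: 100% = tunicamycin at 10 µg/mL and 0% = DMSO alone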
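System: CHO CHOP reporter cells. Amount: 500 cells per well. Buffer or medium: F12 medium, 10% FBS. Compound dosing: one dose, 10 µM in 0.5% DMSO. Incubation: 6 h compound exposure at 37 °C after overnight seeding. Technique: Steady-Glo luciferase luminescence. Benchmarks: tunicamycin and DMSO controls.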
CXCR6 block: CXCR6 (human) receptor inhibition. O00574. CHO-K1 PathHunter CXCR6 beta-arrestin, luminescence. inhibition, % at 20 µM. 0.36% of 360,000 active. AID 602244; in the data active = inhibition above about 34%, passing the limit was not always enough;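 also: antagonist mode with CXCL16 agonist at 10 nM final; 0% = 10 nM CXCL16 with DMSO and 100% = unstimulated wells without agonist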
Target sequence (O00574 whole entry, looked up): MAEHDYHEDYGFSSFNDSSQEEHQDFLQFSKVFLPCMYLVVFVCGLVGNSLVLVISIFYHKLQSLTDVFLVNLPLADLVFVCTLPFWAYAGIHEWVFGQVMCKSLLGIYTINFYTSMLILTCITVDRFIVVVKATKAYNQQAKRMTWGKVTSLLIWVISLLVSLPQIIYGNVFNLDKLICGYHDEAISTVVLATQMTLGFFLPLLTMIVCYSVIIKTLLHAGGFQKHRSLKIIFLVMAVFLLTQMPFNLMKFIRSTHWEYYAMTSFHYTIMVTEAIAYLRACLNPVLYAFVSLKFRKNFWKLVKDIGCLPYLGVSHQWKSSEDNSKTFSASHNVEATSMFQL
Mdm2 MdmX PPI: disrupts the human Mdm2-MdmX interaction | O15151+Q00987 | SaOS-2 split-luciferase Mdm2/MdmX complementation, luminescence | inhibition, % at 8 µM | 3% of 330,000 active;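 active = inhibition of at least 50% at 8 µM in the primary screen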
TIM10 inh: growth inhibitors of TIM10 yeast strain | S. cerevisiae TIM10 strain growth, BacTiter-Glo luminescence, 24 h | inhibition, % at 10 µM | 1.4% of 330,000 active;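 active = inhibition of 40% or more at the single tested concentration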;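 also: wild-type TIM10 isogenic control strain grown at permissive 25 °C; 0% = DMSO yeast wells and 100% = minimal medium wells without yeast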
APJ agonist: agonists of human APJ apelin receptor. CHO-K1 APJ PathHunter beta-arrestin, luminescence; 0% DMSO wells, 100% apelin. P35414. 0.11% of 330,000 active. activation, % at 20 µM;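 active = activation more than six SD over the plate average, tested at 20 µM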;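 also: 0% = DMSO alone and 100% = apelin-13 at 10 nM; some results filed as inactive read as strong as hits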
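Assay system – PathHunter CHO-K1 APJ (AGTRL-1) beta-arrestin reporter cells · Compound – one dose, 20 µM compound, 1% DMSO · Timing – compound 90 min 25 °C, reagent 1 h · Measured by – luminescence from split beta-galactosidase complementation, Galacton Star/Emerald II substrate · Measure – beta-arrestin recruitment to APJ as agonist activity, luminescent signal · Benchmarks – DMSO vs Apelin-13 10 nM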
Numbers without * were called inactive; . = not tested or not shown. The list is partial; rates above refer to the full screens.

cpd	smiles	tim23-1 inh	UPR XBP1 act	APJ antag	tim10-1 inh	UPR CHOP act
1	S=C1NCN(Cc2cccnc2)CN1c1cccc(Cl)c1	13	-1	-2	7	0.2
2	O=C(Nc1ccccc1-c1ccccc1)C(=O)Nc1ccccc1-c1ccccc1	-10	1	0	10	2.4
3	CS(=O)(=O)c1ccc(Cl)c(NC(=O)COC(=O)CNC(=O)c2sc3ccccc3c2Cl)c1	-7	-1	6	-5	1.2
4	C=C(C)COc1ccc(-c2ncnc(C(F)(F)F)c2-c2ccccc2)c(O)c1	7	0	-14	9	-1.2
5	CC(=O)Nc1ccc(N(C)C)cc1[N+](=O)[O-]	7	-2	-5	1	1.6
6	CC(c1nnc(SCC(=O)Nc2cc([N+](=O)[O-])ccc2F)n1Cc1ccccc1)N(C)C (stereo not given)	17	-3	16	15	1.6
7	COC(=O)c1c(NC(=O)/C=C/C(=O)O)sc(C)c1-c1ccc(C)c(C)c1	13	-3	1	21	-0.3
8	Cc1ccccc1CNC(=O)C1CCC(=O)N(C2CC2)C1 (stereo not given)	10	-3	2	0	-1.1
9	CCc1ccc(NC(=O)/C(C#N)=C\c2ccc(OC)c(C(=O)O)c2)cc1	11	-3	6	14	0.3
10	Cn1nccc1NC(=O)CSCC(=O)O	8	-1	2	-7	2.2
11	COCCNC(=O)CS(=O)Cc1nc(-c2ccccc2C)oc1C (stereo not given)	-2	-1	3	-6	-2.7
12	COc1ccccc1N1CCN(C(=O)Cn2nnc(-c3ccncc3)n2)CC1	0	-3	5	3	-1.9
13	CC(C)OC(=O)c1c(NC(=O)c2cnn3c2NC(c2ccccc2)CC3C(F)(F)F)sc2c1CCCC2 (stereo not given)	-7	-5	2	-1	-2.2
14	Cc1cccc(C)c1NC(=S)N/N=C/c1ccccc1C(=O)O	-4	-2	4	0	-0.7
15	CCOc1ccc(N(CC(=O)NCc2ccc(F)cc2)C(=O)CCC(=O)Nc2nccs2)cc1	-7	-6	-3	-15	-1.1

cpd	CXCR6 block	Mdm2 MdmX PPI	TIM10 inh	APJ agonist
1	-9	2	-6	-5
2	.	11	-12	-3
3	1	20	0	-6
4	-10	30	-4	-3
5	-7	-35	-5	3
6	-9	12	2	-4
7	3	53*	-7	-4
8	12	16	-2	-8
9	-2	-4	-3	0
10	3	-3	-10	-2
11	-7	17	15	1
12	5	9	3	-3
13	-5	48	-9	1
14	-8	20	-4	0
15	7	-1	-16	1

Shown as a hit in Mdm2 MdmX PPI, among the entries above:
nr | canonical_smiles | UPR XBP1 act | APJ antag | CXCR6 block | Mdm2 MdmX PPI | APJ agonist
7 | COC(=O)c1c(NC(=O)/C=C/C(=O)O)sc(C)c1-c1ccc(C)c(C)c1 | -3 | 1 | 3 | 53* | -4

The list goes on.
cpd	smiles	tim23-1 inh	UPR XBP1 act	APJ antag	tim10-1 inh	UPR CHOP act
16	CCn1c(/C=C/N(C)c2ccccc2)[n+](CC)c2ccc(Cl)cc21	-15	-2	18	16	0.4
17	COc1ccc(CCNC(=O)c2cccc(S(=O)(=O)N3CCc4ccccc4C3)c2)cc1	3	-6	8	7	1.1
18	COc1cccc(F)c1C(=O)NC(=O)Nc1ccc2nc(C)oc2c1	8	-4	-36	-6	4.3
19	CN1CCN(c2ccc(Cl)cc2NC(=O)c2cc(=O)[nH]c3ccccc23)CC1	22	3	13	9	0.9
20	Cc1cc(C)c(C)c(OCCOCCN2CCN(C)CC2)c1	-7	-2	-4	-13	0.7
21	Cc1nc2nc(SCC(=O)C(C)(C)C)[nH]c2cc1Br	2	3	15	-2	2.1
22	COc1ccc(-n2c(=O)[nH]cc(C(=O)Nc3ccc(NC(C)=O)cc3)c2=O)cc1	-8	-3	6	-19	-1.3
23	Cc1cc(C)cc(-n2c(C)cc(/C=N/NC(=O)CSc3ncccn3)c2C)c1	-16	-2	6	10	1.1
24	CCO/C=C/C(O)(CNC(=O)COc1ccccc1F)C(F)(F)F (stereo not given)	-1	0	6	7	-1.4
25	O=C(CCNC(=O)c1ccc([N+](=O)[O-])cc1)Nc1ccc(Cl)c(S(=O)(=O)N2CCOCC2)c1	16	3	-101	5	1.1
26	CCCCN(C)C(=O)c1ccc(CS(=O)(=O)c2ccccc2C)o1	23	-1	-4	27	-0.7
27	COc1ccc(CCNC(=O)C2CC(=O)N(C3CCCCCCC3)C2)cc1OC (stereo not given)	4	-1	4	-1	-0.9
28	Cc1ccc2c(Cl)cc(Cl)c(OCC(=O)N3CCCC3)c2n1	13	-1	-1	21	-0.3
29	Cc1ccc(C(=O)NNC(=O)C2CC2)cc1Br	7	1	-4	-2	0.4
30	CCN1C(=O)C(=O)c2cc(C)ccc21	15	9	0	3	2.0

cpd	CXCR6 block	Mdm2 MdmX PPI	TIM10 inh	APJ agonist
16	4	58*	15	0
17	4	17	7	-1
18	-14	13	-24	7
19	13	25	-1	-2
20	5	18	-19	-3
21	1	15	1	-1
22	6	-3	-16	-1
23	7	31	-18	-5
24	-5	4	4	-1
25	-22	-1	8	1
26	2	-25	15	-4
27	-7	-12	0	-4
28	-6	8	8	0
29	-2	3	17	0
30	-7	21	1	-2

Remaining list, next part
cpd	smiles	tim23-1 inh	UPR XBP1 act	APJ antag	tim10-1 inh	UPR CHOP act
31	Fc1ccccc1CSc1ccc(-c2ccco2)nn1	21	-1	-16	8	4.6
32	COc1ccc(C2/C(=C(/O)c3ccc4c(c3)CC(C)O4)C(=O)C(=O)N2CCN2CCOCC2)cc1 (stereo not given)	13	-1	1	-4	-0.7
33	Cc1ccc(/C=N/n2c(C3CCCCC3)n[nH]c2=S)cc1	57*	-4	9	25	-1.1
34	CCOc1ccc(N2CC(C(=O)N/N=C/c3sccc3C)CC2=O)cc1 (stereo not given)	4	-2	3	16	0.0
35	NC1=C(c2ccc(F)cc2)C(=O)CS1	-2	7	-16	-6	-1.0
36	O=C(Nc1ccc(F)cc1)N1CCn2c(nc3ccccc32)C1	-17	3	-8	-39	0.6
37	O=C(CSc1n[nH]c(-c2ccco2)n1)Nc1ccccc1	17	0	12	2	0.0
38	CCc1ccccc1Nc1ccc(C(=O)O)cc1N	9	4	-19	16	2.8
39	O=c1c2ccccc2cnn1Cc1n[nH]c(=S)n1-c1ccccc1	11	-1	1	12	-0.5
40	CCOC(=O)CSc1ccc(S(=O)(=O)N2CCC(C)CC2)cc1[N+](=O)[O-]	1	-1	14	19	1.3
41	CC(C)(C)c1cc2nc3c(c(=O)n2[nH]1)CN(Cc1ccccc1)C3=O	-8	1	-4	-5	1.2
42	CCc1nc2nc(C)c(NS(=O)(=O)c3ccc(Br)s3)c(=O)n2[nH]1	31	0	-18	19	-1.0
43	Cc1oc2ccc(OS(C)(=O)=O)cc2c1C(=O)OC(C)C	18	0	4	21	-0.1
44	Cc1ccc(-c2nn3nnnc3c3ccccc23)cc1C	1	-1	10	14	-1.0
45	Cc1cc(C(=O)OCC(=O)N2CCOCC2)c2ccccc2n1	-5	0	22	7	-0.7

cpd	CXCR6 block	Mdm2 MdmX PPI	TIM10 inh	APJ agonist
31	-4	-111	19	1
32	12	-26	8	-1
33	11	4	16	-3
34	-4	15	22	1
35	-8	-7	1	-2
36	2	-7	4	-3
37	4	-18	0	5
38	-1	-13	10	1
39	-15	6	9	1
40	4	-3	1	0
41	-1	20	5	4
42	-3	-13	-3	1
43	-7	12	26	-1
44	4	6	4	-1
45	-7	4	0	-2

(continued)
cpd	smiles	tim23-1 inh	UPR XBP1 act	APJ antag	tim10-1 inh	UPR CHOP act
46	CC1CCN(C(=O)C2CCN(c3nnc(-n4cccc4)s3)CC2)CC1	22	-2	-3	14	-0.3
47	CCOC(=O)c1sc(N/N=C/c2cc(Br)c(O)c(OC)c2)nc1C	19	10	-31	8	4.6
48	CCOC(=O)C(NCCc1ccccc1F)(NC(=O)CC)C(F)(F)F (stereo not given)	-8	-1	12	-47	0.7
49	O=C(CCn1c(=O)c2sccc2n(CC(=O)NCc2ccco2)c1=O)NCc1ccccc1	10	-1	16	3	1.1
50	COc1cc2nc(CN3CCN(S(=O)(=O)c4ccccc4)CC3)[nH]c(=O)c2cc1OC	17	-1	11	14	-0.1
51	CC1=NN2C(=N)/C(=C\c3cc(C)n(-c4ccc(C)cc4)c3C)C(=O)N=C2S1	-1	2	14	2	0.6
52	O=C(Nc1nnc(-c2ccco2)o1)c1ccc2ccccc2c1	5	2	0	30	0.7
53	Cc1cc(NC(=O)c2cc(-c3ccc(Br)cc3)on2)no1	-5	-1	14	6	1.3
54	COc1cc(NC(=S)NC(=O)c2ccc(C(C)(C)C)cc2)ccc1NC(=O)c1cccs1	3	0	23	11	-1.1
55	Cc1noc(C)c1COc1ccc(C(=O)OCC(=O)c2ccc3c(c2)OCCO3)cc1	3	0	3	6	-0.1
56	COC(=O)c1ccccc1NC(=S)NC(=O)COc1ccccc1Cl	34	-2	21	42*	1.3

cpd	CXCR6 block	Mdm2 MdmX PPI	TIM10 inh	APJ agonist
46	-4	-1	16	3
47	-25	13	-4	10
48	-11	9	8	-1
49	0	-11	3	-4
50	-17	8	-4	-1
51	10	-3	37	0
52	19	5	29	-5
53	0	-12	5	-7
54	9	90*	12	-3
55	-10	37	9	2
56	3	-9	42*	-4

Compounds listed so far that contain a Cl atom:
cpd	smiles	tim23-1 inh	UPR XBP1 act	APJ antag	tim10-1 inh	UPR CHOP act
1	S=C1NCN(Cc2cccnc2)CN1c1cccc(Cl)c1	13	-1	-2	7	0.2
3	CS(=O)(=O)c1ccc(Cl)c(NC(=O)COC(=O)CNC(=O)c2sc3ccccc3c2Cl)c1	-7	-1	6	-5	1.2
16	CCn1c(/C=C/N(C)c2ccccc2)[n+](CC)c2ccc(Cl)cc21	-15	-2	18	16	0.4
19	CN1CCN(c2ccc(Cl)cc2NC(=O)c2cc(=O)[nH]c3ccccc23)CC1	22	3	13	9	0.9
25	O=C(CCNC(=O)c1ccc([N+](=O)[O-])cc1)Nc1ccc(Cl)c(S(=O)(=O)N2CCOCC2)c1	16	3	-101	5	1.1
28	Cc1ccc2c(Cl)cc(Cl)c(OCC(=O)N3CCCC3)c2n1	13	-1	-1	21	-0.3
56	COC(=O)c1ccccc1NC(=S)NC(=O)COc1ccccc1Cl	34	-2	21	42*	1.3

cpd	CXCR6 block	Mdm2 MdmX PPI	TIM10 inh	APJ agonist
1	-9	2	-6	-5
3	1	20	0	-6
16	4	58*	15	0
19	13	25	-1	-2
25	-22	-1	8	1
28	-6	8	8	0
56	3	-9	42*	-4
